MOR-DOR inv ag: inverse agonists of human mu-delta opioid receptor heterodimerization. P35372+P41143. cell-based MOR-DOR heterodimer luminescence, inverse agonism. inhibition, % at 9.3 µM. 340,000 tested, 0.21% active. AID 504357; in the data active = inhibition above about 22%, passing the limit was not always enough;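 note: 0% = cells with DMSO and 100% = wells without cells with DMSO; values of inactives mirror those of a sister screen read the other way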
Pemphigus Ab inh: inhibitors of pemphigus antibody binding to human desmoglein-3. binding (percent of control), % at 10 µM. DSG3-coupled beads, scFv-anti-DSG3-GFP binding, flow cytometry; hits give low values. P32926. 310,000 tested, 0.48% active;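 active = binding more than 3 SD below its plate's average and above zero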;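 note: hits lower antibody fragment binding to DSG3; some compounds called inactive have numbers as strong as hits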
HTR5A inv ctr: counter-screen for OPRM1-OPRD1 inverse agonists: human HTR5A inverse agonism; AID 504634; P47898; inhibition, % at 9.3 µM; HTR5A cell line, luminescence; 340,000 tested, 0.083% active; in the data active = inhibition mostly above about 23%, no sharp cut-off; inactive = mostly below about 18%;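 note: 0% = cells with DMSO and 100% = no-cell wells with DMSO; some compounds called inactive have numbers as strong as hits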
Target sequence (P47898 whole entry, looked up): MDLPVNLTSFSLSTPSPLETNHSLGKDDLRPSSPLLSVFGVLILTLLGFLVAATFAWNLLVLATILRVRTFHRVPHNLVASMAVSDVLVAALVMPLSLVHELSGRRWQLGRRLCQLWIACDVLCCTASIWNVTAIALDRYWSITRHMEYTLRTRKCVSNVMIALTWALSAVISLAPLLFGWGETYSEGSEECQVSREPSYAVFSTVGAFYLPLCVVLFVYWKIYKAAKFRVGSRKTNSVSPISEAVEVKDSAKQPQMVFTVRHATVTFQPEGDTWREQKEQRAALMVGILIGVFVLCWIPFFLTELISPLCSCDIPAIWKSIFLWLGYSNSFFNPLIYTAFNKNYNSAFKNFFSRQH
PKA-R2B activ: PKA-R2B complex activation. 340,000 tested, 0.079% active. PKA-R2B holoenzyme dissociation, Cy5-IP20 fluorescence polarization; R2B truncated from residue 108, S112A mutant; 0% DMSO only, 100% 113 µM cGMP. activation, % at 11.4 µM. AID 504700;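 active = activation above a cutoff set at the mean over all compounds plus 3 SD, cut at about 18% in these data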;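 note: higher means more holoenzyme dissociation and a rise in polarization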
Target sequence (P31323 whole entry, looked up, other chains not shown, the tested form may be a part): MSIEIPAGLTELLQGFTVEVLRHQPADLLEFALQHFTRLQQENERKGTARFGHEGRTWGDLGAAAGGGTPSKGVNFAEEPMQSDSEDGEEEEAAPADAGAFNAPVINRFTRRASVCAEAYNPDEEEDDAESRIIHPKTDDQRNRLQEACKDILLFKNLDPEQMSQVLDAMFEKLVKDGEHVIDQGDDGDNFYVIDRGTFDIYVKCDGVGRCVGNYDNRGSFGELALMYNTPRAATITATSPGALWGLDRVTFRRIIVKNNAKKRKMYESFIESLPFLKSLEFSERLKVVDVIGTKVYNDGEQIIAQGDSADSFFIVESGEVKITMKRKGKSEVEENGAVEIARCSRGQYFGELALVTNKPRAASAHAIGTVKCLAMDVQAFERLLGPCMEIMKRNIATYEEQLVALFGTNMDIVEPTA
MOR-DOR ag: OPRM1-OPRD1 heterodimerization agonism; P35372+P41143; cells, luminescence; activation, % at 9.3 µM; 340,000 tested, 0.3% active; AID 504326; in the data active = activation above about 18%;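 note: 0% = vehicle-treated cells and 100% = reference agonist; values of inactives mirror those of a sister screen read the other way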
DAGLB inh: blocks human DAGLB lipase activity; Q8NCG7; HEK293T DAGLB membrane lysate, EnzChek fluorogenic substrate; inhibition, % at 5.17 µM; 340,000 tested, 0.059% active; AID 504411; in the data active = inhibition above about 34%;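 note: 0% = enzyme with vehicle and 100% = wells lacking enzyme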
PKA-R1A activ: activators of PKA-R1A complex. P00514+P68181. PKA-R1A dissociation, Cy5-IP20 fluorescence polarization; scaled: DMSO 0%, 113 µM cGMP 100%. activation, % at 11.4 µM. 340,000 tested, 0.083% active. AID 504707;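 active = percent activation above the mean of all tested compounds plus 3 SD, cut at about 19% in these data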;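 note: higher means more PKAc released from R1A so a rise in polarization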
HTR5A ag ctr: activates human HTR5A in OPRM1-OPRD1 agonist counter-screen; AID 504692; activation, % at 9.3 µM; P47898; HTR5A agonist assay, luminescence, cell-based; 340,000 tested, 0.61% active; in the data active = activation mostly above about 9.5%, no sharp cut-off; inactive = mostly below about 7.6%;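 note: 0% = cells with vehicle only and 100% = reference agonist; strong numbers were not always called active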
V-ATPase pHluor: yeast V-ATPase proton transport regulation by pHLuorin; response, % at 10 µM; S. cerevisiae, pHLuorin cytosolic pH fluorescence; 350,000 tested, 0.37% active; in the data active = response mostly above about 7.3%, no sharp cut-off; inactive = mostly below about 5.4%; note: actives read high; inactives centre near 0; some compounds called inactive have numbers as strong as hits; reference of the scale not given here
Arrestin-AP2 inh: inhibitors of human beta-arrestin and AP2 interaction. FITC-arrestin peptide / GST-AP2 beads, flow cytometry; AP2 beta2 appendage carries R879A mutation. inhibition, % at 10 µM. 340,000 tested, 0.31% active. AID 504490;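 active = inhibition above a set limit, near 3 SD of compounds lacking own fluorescence, cut at about 54% in these data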;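 note: plate controls were DMSO wells for no effect and 5 µM unlabelled arrestin peptide for full effect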
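Material – AP2 appendage R879A on GSH beads · Buffer or medium – PBS with 0.05% Tween 20 and 0.1% BSA · Probe or stimulus – fluorescein-tagged arrestin peptide at 50 nM final · Incubation – compound with beads 12 min RT, then probe 1 h RT · Detection – high-throughput flow cytometry of beads, ex 488, em 535 nm · Evaluation – percent response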
Numbers without * were called inactive; · = not tested or not shown.

SMILES	MOR-DOR inv ag	Pemphigus Ab inh	HTR5A inv ctr	PKA-R2B activ	MOR-DOR ag	DAGLB inh	PKA-R1A activ	HTR5A ag ctr	V-ATPase pHluor	Arrestin-AP2 inh
O=C(O)c1cccc(N2C(=O)CSC2c2ccccc2)c1 (configuration not stated)	8	95	-16	-8	-1.4	-1	-8	4	-1	12
CC(Oc1ccc2c(c1)oc(=O)c1ccccc12)C(=O)NCCCN1CCOCC1 (configuration not stated)	14	102	10	3	-2.8	4	2	0	-1	-1
CC(C)c1ccc(NC(=O)CSc2ncccc2C(=O)Oc2cccc([N+](=O)[O-])c2)cc1	-3	98	7	-2	0.6	0	-9	-2	0	-15
Cc1nn(Cc2ccc(Cl)c(Cl)c2)c(C)c1NC(=O)c1cc(-c2ccco2)on1	-2	107	-4	-8	0.4	4	-8	4	18	13
CCOC(=O)N1CCN(C(=O)Cn2cnc3ccccc3c2=O)CC1	7	98	-7	-2	-1.2	0	-8	3	2	40
O=C(CSc1nnc(CCCO)n1-c1ccccc1)NCCc1ccccc1	13	94	-4	3	-2.3	3	-6	6	5	-3
O=P(O)(CCc1ccccn1)CN1CCOCC1	5	100	-10	1	-0.8	0	0	2	2	7
CCN(c1ccccc1C)S(=O)(=O)c1nnc(NC(=O)c2ccco2)s1	14	96	-7	0	-2.7	9	9	0	5	8
CC(=O)C(Sc1ccc2nnc(-c3ccc(F)cc3)n2n1)C(C)=O	16	103	-8	-3	-2.8	1	7	3	2	-7
COCCc1nc2ccc(C(=O)N(C)Cc3cccc(-n4cccn4)c3)cc2o1	15	109	7	9	-4.6	-1	11	4	-1	32
CCCCNS(=O)(=O)c1ccc2nc(SCC(=O)c3ccccc3OC)[nH]c2c1	-5	106	-1	-4	0.9	-4	-4	-3	3	5
Cc1noc(C)c1COc1ccc(C(=O)N2CCCC(C(N)=O)C2)cc1 (configuration not stated)	8	·	1	-6	-1.4	1	-3	-4	2	30
Cn1c(-[n+]2c(-c3ccccc3)cc(-c3ccccc3)cc2-c2ccccc2)nc2c([N+](=O)[O-])cccc21	-12	121	26	2	2.2	-7	-12	5	1	-3
O=C(O)c1ccc(NC(=O)c2cc3ccccc3o2)cc1	14	119	-11	-4	-2.8	0	1	3	0	9
S=C(Nc1ccc2[nH]ccc2c1)NC1CCCCC1	10	·	36	2	-2.1	2	11	-2	-1	1

Results in DAGLB inh, for some of the entries so far:
mol	DAGLB inh
O=C(CSc1nnc(CCCO)n1-c1ccccc1)NCCc1ccccc1	3
CC(=O)C(Sc1ccc2nnc(-c3ccc(F)cc3)n2n1)C(C)=O	1

The list goes on.
SMILES	MOR-DOR inv ag	Pemphigus Ab inh	HTR5A inv ctr	PKA-R2B activ	MOR-DOR ag	DAGLB inh	PKA-R1A activ	HTR5A ag ctr	V-ATPase pHluor	Arrestin-AP2 inh
O=C(NCC1CCCO1)c1ccc(NS(=O)(=O)c2cccs2)cc1 (configuration not stated)	17	98	3	-12	-3.2	0	-3	0	-3	0
CC(C)(C)c1ccccc1OCC(=O)NCCCn1ccnc1	13	·	0	10	-2.0	-1	-4	1	-2	-1
CSCC[C@H](NC(=O)c1ccco1)c1nnc2ccccn12	11	101	-4	-2	-2.1	-2	-6	-1	-4	-2
CCn1cc(S(=O)(=O)CC(=O)Nc2ccc3c(c2)OCCO3)c2ccccc21	-12	103	7	-2	2.0	0	7	4	2	29
CCC/C=C1/CCCOC(C(=O)NCc2cc(C)n(C)n2)(C(F)(F)F)C1 (configuration not stated)	-4	100	-34	-2	0.7	-4	-3	11	0	-1
NNc1nc2ccc(Cl)cc2s1	-5	99	-11	3	0.8	1	4	2	6	-9
CSCCC(=O)NC1CC(C)(C)Cc2c1cnn2-c1ccccc1C (configuration not stated)	7	119	10	3	-1.5	1	-8	-3	2	-2
COc1ccc(OC(C)C(=O)Nc2ccc(F)cc2F)cc1 (configuration not stated)	0	107	8	9	-0.1	-1	-7	-3	4	42
O=C(Nc1cccnc1)c1cc(F)cc(F)c1	7	116	2	2	-1.6	-3	-1	-6	-2	20
O=C(CSc1ccc(-c2cccc([N+](=O)[O-])c2)nn1)NCc1ccccc1	6	101	5	8	-1.3	1	-3	-1	-5	-22
Cc1cc(C)n2c(-c3ccccc3Cl)nnc2n1	12	91	-7	-7	-2.3	1	-11	3	1	31
O=C1CN(C(=O)CC2C(=O)NCCN2Cc2ccccc2C(F)(F)F)CCN1 (configuration not stated)	14	90	-20	-2	-2.6	0	-4	3	0	-3
CCCC(=O)C1=C(O)C(C(=O)OC)C(C)(C)CC1=Nc1cccc([N+](=O)[O-])c1 (configuration not stated)	5	107	-20	-6	-1.0	-4	4	5	11	6
COC(=O)c1ccc(COc2ccc(/C=C/C(=O)c3ccc(OC)c(CSCC(=O)O)c3)cc2OC)cc1	14	102	-5	-4	-2.8	3	-1	-1	-3	-15
Cc1c(Cl)c([N+](=O)[O-])nn1CC(=O)N1CCc2ccccc2C1	9	·	24	1	-2.1	-2	-1	-10	-1	31
Cc1ccc(SCCC(=O)N(C)C)cc1	11	108	-3	6	-2.0	-1	-10	-4	-2	-3
COc1ccccc1CNC(=O)CN(C)S(=O)(=O)c1cccc2cccnc12	12	96	-5	-4	-2.1	-1	-4	2	-2	-1
COC(=O)Nc1nc(C)c(C(=O)N(C)C)s1	11	96	-12	-4	-2.0	-2	-9	3	-2	-5
OCC1=C[C@@H](O)C2C=CO[C@@H](O[C@@H]3O[C@H](CO)[C@@H](O)[C@H](O)[C@H]3O)C12 (some centres not stated)	8	99	-20	-2	-1.4	-3	1	7	-3	-6
CCCCC(C(=O)NC(C)(C)C)N(Cc1ccccc1Cl)C(=O)c1snc(C(N)=O)c1N (configuration not stated)	-23	109	-17	7	5.0	1	-6	5	3	8
N#CNC(=Nc1cccc(F)c1)SCc1ccccc1	-2	117	-19	0	0.4	1	-7	-1	-4	-13
O=C(CCC1CCCCC1)NNC(=O)c1cnccn1	10	96	6	-12	-1.9	0	-5	-3	-1	-10
Cc1ccc(NC(=O)COC(=O)CN2CCCCCC2=O)cc1C	11	·	-14	-2	-2.8	-1	-13	6	1	6
COc1ccc(C)cc1C(=O)CCC(=O)N1CCN(c2ccccc2F)CC1	-1	104	-16	1	0.1	-1	-2	5	-2	-5
S=C(Nc1ccc(Cl)cc1)c1sc(N2CCCCC2)nc1N1CCOCC1	10	88	-15	12	-2.0	4	-6	1	-2	10
COc1ccc(OC)c(NC(=O)c2ccc3c(c2)OCO3)c1	-2	98	-12	-3	0.5	-1	-11	3	-4	-9
COC(=O)CSc1nnc([C@H](Cc2ccccc2)NC(=O)OC(C)(C)C)o1	4	·	-8	-5	-0.8	0	-4	3	4	5
COc1cccc2cc(C(C)N(CCCN3CCOCC3)C(=S)Nc3cc(C)ccc3C)oc12 (configuration not stated)	4	102	-9	-2	-0.7	-1	-6	3	2	-7
CC1(C)CC(=O)C=C(Nc2ccc(F)cc2F)C1	6	105	10	-2	-1.2	1	6	3	-6	25
CCCCN(C)C(=O)C1CCC(CNS(=O)(=O)c2ccc3c(c2)CC(C)N3C(=O)C2CC2)CC1 (configuration not stated)	-4	·	14	-6	0.8	-3	-3	-4	-1	-12
O=C(O)C(CCc1ccccc1)(Cc1ccccc1)C(=O)O	12	92	6	-6	-2.4	1	2	-2	-1	-8
COc1cc(/C=N\NC(=O)c2nonc2N)c(OC)cc1Br	-9	89	5	-7	1.2	-2	-5	-2	-3	-5
O=C(N/N=C/c1ccco1)c1ccc(Br)o1	-5	100	-21	-2	0.8	2	-9	9	3	4
CCOC(=O)N1CCN(C(=O)C2CCN(Cc3nc(-c4ccccc4C)oc3C)CC2)CC1	7	112	11	5	-1.3	-1	5	-4	4	2
Cc1ccc(S(=O)(=O)c2cc3c(=O)n4ccccc4nc3n(C3CCCCC3)c2=N)cc1	2	107	-8	0	-0.6	-1	-13	3	1	-1
CC(=O)c1sc(NC(=O)C2=NN(c3ccccc3)C(=O)CC2)nc1C	15	92	-6	-8	-2.8	1	-1	0	-4	7
CCCCn1c(SCc2nc(N)nc(N3CCCCC3)n2)nc2c1c(=O)n(C)c(=O)n2C	-47	101	2	3	7.0	-3	-11	-2	-3	-1
COc1ccc(CCN(C)C2CCCN(C(=O)c3ccnn3C)C2)cc1OC (configuration not stated)	6	107	7	10	-1.0	1	-6	-1	-1	1
COc1ccc(-c2cc(C(F)F)n3ncc(C(=O)N4CCSCC4)c3n2)cc1	9	99	-6	-2	-1.6	-1	-9	2	-1	15
O=C1C=C(c2ccc(C(=O)O)c(Cl)c2)C[C@@H](c2ccc3c(c2)OCO3)C1	9	102	1	-4	-1.5	1	3	0	3	9
CCN1CCN(C(CNS(=O)(=O)c2cccs2)c2cccnc2)CC1 (configuration not stated)	19	105	0	-5	-3.4	-1	-6	0	0	4
CCN(CC)CCCNC(=S)N(Cc1cccs1)Cc1cc2cc3c(cc2[nH]c1=O)OCCO3	10	103	1	-6	-2.2	1	-1	3	-1	-15
C=CCNc1nc(-c2ccc3c(c2)OCCO3)cs1	9	100	10	-3	-1.6	-2	1	12	3	41
N#C/C(=C\c1ccccc1O)C(=O)Nc1cccnc1	7	98	-1	3	-1.5	1	-12	0	7	13
CC1(C)CC[C@]2(C(=O)O)CC[C@]3(C)C(=CC[C@@H]4[C@@]5(C)CC[C@H](O)C(C)(C)[C@@H]5CC[C@]43C)[C@@H]2C1	4	97	4	8	-0.6	1	-7	2	-2	24
O=C(N/N=C/c1cccc(O)c1)c1ccc(NC(=O)c2cccc([N+](=O)[O-])c2)cc1	-21	96	-5	-12	3.0	3	-3	1	-2	-1
O=C(c1cc2cc([N+](=O)[O-])ccc2oc1=O)n1cccn1	12	111	-12	-7	-2.4	2	-11	4	5	-25
CC1(CCc2ccccc2)NC(=O)N(Cc2nnc(-c3ccccc3Br)o2)C1=O (configuration not stated)	2	95	0	-6	-0.4	2	-2	3	7	1
Cc1noc(C)c1NC(=O)Nc1ccc2c(c1)C(=O)N([C@@H](C)CO)C[C@@H](C)[C@H](CN(C)C(=O)Nc1cccc3ccccc13)OCCCC[C@H](C)O2	·	107	·	2	·	-4	4	·	1	·
COCC(C)n1c(C)cc(C(=O)COC(=O)c2ccc3c(c2)NC(=O)CS3)c1C (configuration not stated)	-14	96	-16	-14	2.0	-3	-7	-2	-2	-2
COCCOC(=O)C1=C(C)N=C2SCCC(=O)N2C1c1cccc(Br)c1 (configuration not stated)	5	100	10	10	-1.0	-2	12	-4	6	42

Some values from the results shown:
Pemphigus Ab inh result of COCCOC(=O)C1=C(C)N=C2SCCC(=O)N2C1c1cccc(Br)c1 (configuration not stated) → 100
V-ATPase pHluor result of Cc1noc(C)c1NC(=O)Nc1ccc2c(c1)C(=O)N([C@@H](C)CO)C[C@@H](C)[C@H](CN(C)C(=O)Nc1cccc3ccccc13)OCCCC[C@H](C)O2 → 1
PKA-R1A activ result of O=C(N/N=C/c1cccc(O)c1)c1ccc(NC(=O)c2cccc([N+](=O)[O-])c2)cc1 → -3
MOR-DOR inv ag result of O=C(c1cc2cc([N+](=O)[O-])ccc2oc1=O)n1cccn1 → 12

Bioassay records from PubChem.

Outcome played no part in choosing rows, and some 2.4% of all compounds hit somewhere here.
